Screening data from PubChem BioAssay.
CHT allo act: allosterically activates the human high affinity choline transporter; B-score at 10 µM; CHT-expressing cells, membrane potential dye, choline EC20; stronger effect = higher value; LV-AA mutant CHT in HEK293 cells; Q9GZV3; AID 488977; 310,000 tested, 0.49% active;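 active means initial fluorescence not abnormally high and integrated response B-score, plate-corrected, over 3 SD above library mean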
Target sequence (Q9GZV3 whole entry, looked up): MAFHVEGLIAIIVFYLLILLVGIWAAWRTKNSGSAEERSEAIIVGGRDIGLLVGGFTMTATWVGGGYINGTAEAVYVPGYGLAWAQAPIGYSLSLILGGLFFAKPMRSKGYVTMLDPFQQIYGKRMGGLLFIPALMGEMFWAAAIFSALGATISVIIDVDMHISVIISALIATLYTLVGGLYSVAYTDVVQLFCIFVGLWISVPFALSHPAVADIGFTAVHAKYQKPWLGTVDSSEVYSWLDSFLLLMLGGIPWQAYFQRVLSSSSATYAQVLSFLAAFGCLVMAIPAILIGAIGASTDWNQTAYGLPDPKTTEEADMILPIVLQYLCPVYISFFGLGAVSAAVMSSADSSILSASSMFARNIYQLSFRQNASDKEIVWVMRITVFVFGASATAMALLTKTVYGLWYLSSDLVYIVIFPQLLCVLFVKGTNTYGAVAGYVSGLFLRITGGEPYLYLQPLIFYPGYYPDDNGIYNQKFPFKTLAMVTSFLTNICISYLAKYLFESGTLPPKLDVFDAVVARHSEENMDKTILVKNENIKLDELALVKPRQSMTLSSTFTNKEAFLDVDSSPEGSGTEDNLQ
CHT block: inhibitors of human choline transporter CHT; Q9GZV3; CHT-expressing cells, membrane potential dye, choline response; stronger effect = lower value; B-score at 10 µM; 310,000 tested, 0.86% active; AID 488975;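 active means B-score over 3 SD under the library average, and starting fluorescence ratio not unusually high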;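 further: choline stimulus applied at its EC90 after an EC20 pre-addition; B-score computed on integrated fluorescence ratio after choline addition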
STK33 kinase inh: human STK33 kinase inhibition; inhibition, % at 10 µM; AID 2661; purified STK33, MBP phosphorylation, ADP-Glo luminescence; Q9BYT3; 320,000 tested, 0.073% active;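 active means inhibition at or above 25%, using the most active replicate where run in duplicate; inactive means inhibition below 25%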
Target sequence (Q9BYT3 whole entry, looked up): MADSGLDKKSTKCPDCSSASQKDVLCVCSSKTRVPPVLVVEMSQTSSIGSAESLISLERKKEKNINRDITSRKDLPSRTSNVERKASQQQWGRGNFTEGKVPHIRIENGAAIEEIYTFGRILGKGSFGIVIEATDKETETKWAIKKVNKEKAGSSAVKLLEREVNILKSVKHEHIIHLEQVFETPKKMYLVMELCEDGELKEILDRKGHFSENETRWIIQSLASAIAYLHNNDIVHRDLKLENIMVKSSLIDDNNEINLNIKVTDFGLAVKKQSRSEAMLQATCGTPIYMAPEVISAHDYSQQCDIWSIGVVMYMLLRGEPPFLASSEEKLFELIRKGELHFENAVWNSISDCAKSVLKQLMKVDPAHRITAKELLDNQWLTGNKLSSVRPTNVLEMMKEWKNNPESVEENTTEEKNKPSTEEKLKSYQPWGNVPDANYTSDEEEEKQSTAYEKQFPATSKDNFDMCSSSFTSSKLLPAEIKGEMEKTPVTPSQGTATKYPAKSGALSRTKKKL
* = called active by the depositor; i = inactive; nt = no result given.

item | SMILES | CHT allo act | CHT block | STK33 kinase inh
1 | O=C(CNc1ccccc1-c1ccccc1)NCc1ccccc1 | i | i | -0.6
2 | COC(=O)N/N=C/c1cn(CCCOc2ccccc2)c2ccccc12 | i | i | -0.5
3 | CC1CCN(c2c(NCc3ccc(C(=O)N4c5ccccc5CC4C)cc3)c(=O)c2=O)CC1 (stereo not given) | i | i | 0.7
4 | Cc1ccc(-n2ncc(C(=O)Nc3ccc(Cl)cc3)c2C2CCNCC2)cc1C | i | i | 1.5
5 | CCN1CCN(c2ccc(S(=O)(=O)N3CCCCC3)cc2NC(=O)c2cccc(NC(C)=O)c2)CC1 | i | i | 2.0
6 | COC(=O)c1sc2nc(CSc3nc4ccc(C)cc4[nH]3)[nH]c(=O)c2c1C | i | i | 0.2
7 | CCOC(=O)c1sc(-n2[nH]c(C)cc2=O)nc1C | i | i | -0.1
8 | COc1ccc(C)cc1NC(=S)N1CC(C)OC(C)C1 (stereo not given) | i | i | -1.3
9 | CSc1ncccc1C(=O)OCC(=O)NC1CCS(=O)(=O)C1 (stereo not given) | i | i | -0.2
10 | Cc1ccnc(Nc2nc(-c3ccc(F)cc3)cs2)c1 | i | i | -1.5
11 | CN(C)c1nc(/C=C(\C#N)C(N)=O)c(Cl)n1-c1ccc(F)cc1 | i | i | -1.1
12 | CN(CCOc1ccccc1)CC(=O)Nc1cc([N+](=O)[O-])ccc1Cl | i | i | -1.1
13 | O=C(c1ccccc1F)n1c2c(c3ccccc31)CCCC2 | i | i | -2.8
14 | O=C(O)CNS(=O)(=O)c1ccc(Br)s1 | i | i | -2.2
15 | Cc1ccc(/C=C/C2=Cc3c(sc(NC(=O)CSc4n[nH]c(N)n4)c3C#N)C(C)(C)C2)o1 | i | i | 0.5
16 | CC(C)n1cnc2cc(NCc3ccco3)ccc21 | i | i | 2.1
17 | O=C1CCCCCCC1Sc1ccccc1[N+](=O)[O-] (stereo not given) | i | i | nt
18 | CN(C)c1ccc(/C=N/N=C(N)N)cc1[N+](=O)[O-] | i | i | -2.4
19 | CCOC(=O)Nc1ccc(C)cc1NC(=O)OCC | i | i | -0.6
20 | COc1ccccc1C1(CC(=O)O)CCOC(C)(C)C1 (stereo not given) | i | i | -0.6
21 | COc1cc(OC)cc(C(=O)N2CCN(c3ccccc3F)CC2)c1 | i | i | 0.3
22 | COc1ccccc1NC(=O)CSc1nnc(CC(=O)Nc2ccccc2F)n1C | i | i | 1.0
23 | COc1cc(C(=S)N2CCOCC2)cc(OC)c1OS(=O)(=O)c1ccc(NC(C)=O)cc1 | i | i | 1.6
24 | COc1ccc(N2C(=O)C(CC(=O)Nc3ccccc3)N(Cc3cccs3)C2=O)cc1 (stereo not given) | i | i | -1.3
25 | O=C(O)C1CCCCN1S(=O)(=O)c1ccc2ccccc2c1 (stereo not given) | i | i | 0.3
26 | c1ccc(OCCN2CCN(C(c3ccccc3)c3ccccc3)CC2)cc1 | i | i | -0.9
27 | O=C(CSC1CN(C(c2ccccc2)c2ccccc2)C1)N/N=C/c1ccccc1 | i | i | -0.7
28 | CC1CCCN(c2ccc(C(=O)NCc3ccccc3)cn2)C1 (stereo not given) | i | i | -1.1
29 | COc1ccc(CNC(=O)CNC(C)c2ccc(F)cc2)cc1 (stereo not given) | i | i | -1.6
30 | COc1cccc(OC)c1OCCCCCc1c(C)n[nH]c1C | i | -6.5* | 0.3

One compound at a time, as listed above. Values in the order: CHT allo act, CHT block, STK33 kinase inh
COC(=O)N/N=C/c1cn(CCCOc2ccccc2)c2ccccc12 reads i, i, -0.5
COc1cc(C(=S)N2CCOCC2)cc(OC)c1OS(=O)(=O)c1ccc(NC(C)=O)cc1 reads i, i, 1.6

Further entries follow:
item | SMILES | CHT allo act | CHT block | STK33 kinase inh
31 | CC(C)(CNC(=O)c1ccc(NS(=O)(=O)c2ccc(Br)cc2)cc1)N1CCOCC1 | i | i | -0.3
32 | CC1=Nc2ccccc2/C1=C\c1sc(Nc2ccc(C)cc2)nc1O | i | i | -0.4
33 | O=C(c1cccc(Cl)c1)N1CCN(c2ccc(N3CCOCC3)nn2)CC1 | i | i | -0.8
34 | Cc1ccc(/C=N/NC(=O)CSCc2ccc(Cl)cc2)cc1 | i | i | 0.0
35 | CCN1C(=O)C(C(=O)Nc2ccc(OC)cc2)C2CC1(C)Oc1ccccc12 (stereo not given) | i | i | -0.4
36 | Cc1ccc(CNC(=O)c2cccc(OCc3c(C)noc3C)c2)cc1 | i | i | 0.9
37 | Cc1cc(C)cc(NC(=O)N2CCN(Cc3ccc4c(c3)OCO4)CC2)c1 | i | i | -2.5
38 | CC1CCN(c2ccccc2NC(=S)NC(=O)c2cccs2)CC1 | i | i | -1.5
39 | COc1ccc(N2CC(C(=O)N3CCN(c4ccccc4OC)CC3)CC2=O)cc1 (stereo not given) | i | i | -1.5
40 | CCOC(=O)CN1CC23C=CC(O2)C(C(=O)Nc2cc(OC)ccc2OC)C3C1=O (stereo not given) | i | i | 9.3
41 | COc1cc2c(c(OC)c1OC)-c1ccc(OC)c(=O)cc1C(NC(C)=O)CC2 (stereo not given) | i | i | -2.4
42 | CCc1nc(SCC(=O)c2ccc3c(c2)OCCO3)c2ccccc2n1 | i | i | -2.4
43 | CCNS(=O)(=O)c1ccc(OC)c(C)c1 | i | i | -1.2
44 | CCN(Cc1ccncc1)C(=O)c1ccc(C)o1 | i | i | -0.4
45 | Cc1ccc2occ(C3N[C@H](C(=O)O)CS3)c(=O)c2c1 (stereo not given in full) | i | i | 1.6
46 | Cc1ccc([N+](=O)[O-])cc1S(=O)(=O)Nc1ccc(-c2ccc(N3CCOCC3)nn2)cc1 | i | i | -1.4
47 | Cc1nn2c(-c3cccc(NC(=O)c4ccco4)c3)nnc2c2ccccc12 | i | i | 4.8
48 | CC(C)NS(=O)(=O)c1ccc(NCCCn2ccnc2)c([N+](=O)[O-])c1 | i | i | -0.9
49 | N#Cc1cnc(SCC(=O)N2CCCCC2)nc1N | i | i | -0.5
50 | O=C(CCSc1ccccc1)OCn1nnc2ccccc2c1=O | i | i | -1.3
51 | CCOc1ccc(CCNC(=O)c2ccc(=O)[nH]c2)cc1OCC | i | i | -2.0
52 | CCOc1ccc(C(=O)NCC2(c3ccccc3)CCOCC2)cc1 | i | i | -0.5
53 | COC(=O)C1=C(C)N(C(C)c2ccccc2)C(=O)C1 (stereo not given) | i | i | -1.5
54 | CCCc1cc(=O)[nH]c(SCC(=O)c2c[nH]c3ccccc23)n1 | i | i | -1.0
55 | CCc1cccc(NC(=O)CSc2nnc(Cc3ccc(OC)cc3)c(=O)[nH]2)c1 | i | i | 0.0
56 | CN1CCN(S(=O)(=O)c2ccc(CNC(=O)c3ccccc3)s2)CC1 | i | i | -0.1
57 | Cc1ccc2[nH]c3c(NCc4ccccc4)ncnc3c2c1 | i | i | -0.1
58 | CC(NC(=O)C1CCC(C)(C(=O)O)C1(C)C)c1ccccc1 (stereo not given) | i | i | -1.6
59 | NS(=O)(=O)c1ccc(NC(=O)CN2CCc3ccccc32)cc1 | i | i | 0.2
60 | CCOC(=O)C1=C(N)OC2=C(C(=O)CCC2)C1c1ccc(C)s1 (stereo not given) | i | i | -0.4
61 | O=C1c2ccccc2C(=O)N1CSc1ncccn1 | i | i | -1.1
62 | O=C(CN1C(=O)c2ccccc2S1(=O)=O)NCc1ccc2c(c1)OCO2 | i | i | 1.0
63 | CCOc1cc(C(=S)N2CCOCC2)ccc1OS(=O)(=O)c1ccc(Br)cc1 | i | i | -2.0
64 | c1ccc(-c2nc(NCc3ccco3)c3ccccc3n2)cc1 | i | i | 0.0
65 | CCOc1cc(/C=N/NC(=O)C2CC2)ccc1OC(C)C | i | i | 1.2
66 | CCC(=O)OC1(C)C(=O)C=C2C=C(CCCCNC(=O)OC(C)(C)C)OC=C2C1=O (stereo not given) | i | i | 0.2
67 | CC(C)S(=O)(=O)c1csc(C(=O)NN)c1-n1cccc1 | i | i | 1.0
68 | NS(=O)(=O)c1cccc(NC(=O)C(Cc2ccccc2)NC(=O)c2ccccc2)c1 (stereo not given) | i | i | 0.1
69 | COc1ccccc1NC(=O)N1CCCC1C(=O)NC12CC3CC(CC(C3)C1)C2 (stereo not given) | i | i | -4.3
70 | CC[N+](C)(C)CC/C=C1/c2ccccc2Sc2ccc(Cl)cc21 | i | i | -0.8
71 | CNC(=O)CN1C(=O)NC(c2ccccc2)(c2ccccc2)C1=O | i | i | 0.7
72 | O=C(NCC(=O)N1CCN(c2ccccc2)CC1)c1ccc(Br)o1 | i | i | -1.0
73 | O=C(Nc1nnc(-c2ccccc2F)s1)C1CCCO1 (stereo not given) | i | i | -0.5
74 | Cc1nn(-c2ccccc2)c(C)c1/C=N/NC(=O)c1cccs1 | i | i | 1.1
75 | CC(NCCC(Cc1ccccc1)c1ccco1)c1ccccc1 (stereo not given) | i | i | 0.0
76 | Cc1ccc(C)c(NC(=O)CN(C)C(=O)c2ccccc2OCc2ccc(Cl)cc2)c1 | i | i | -0.8
77 | COc1ccc(C(C(=O)NC2CCCC2)N(C(=O)c2ccco2)c2cccc(C(C)=O)c2)cc1OC (stereo not given) | i | i | 0.0
78 | O=C1CC(Nc2ccc(N3CCOCC3)cc2)C(=O)N1CCc1ccccc1 (stereo not given) | i | i | 2.1
79 | Cc1cc(C)n(CC(=O)N2c3ccccc3Sc3ccc(C(F)(F)F)cc32)n1 | i | i | -1.0
80 | NC(=O)CC(NC(=O)Cc1ccc(Br)cc1)c1ccc(NCc2cc(F)ccc2F)c([N+](=O)[O-])c1 (stereo not given) | i | i | 0.4
81 | COc1cc(NC(=S)NC(=O)c2c(OC)cccc2OC)ccc1NC(=O)c1cccs1 | i | i | -0.4
82 | Cc1cccc(C)c1NC(=O)/C(=C/c1ccco1)c1ccccc1 | i | i | 0.4
83 | Cc1ccc(CN2CCN(/N=C/c3ccc(Cl)c([N+](=O)[O-])c3)CC2)cc1 | i | i | 0.3
84 | Cc1cccc(Nc2nc(N)nc(CSc3nccc(C)n3)n2)c1 | i | i | 1.2
85 | Cc1cc(NC(=O)CCC(=O)N(Cc2cccnc2)C(C(=O)NC(C)(C)C)c2ccccc2Cl)no1 (stereo not given) | i | i | -0.1
86 | O=C(c1ccc(COc2ccccc2Br)o1)N1CCCCCC1 | i | i | -0.5
87 | COc1ccc(-c2ccc(/C=C3\C(=O)N(c4ccccc4)N=C3c3ccccc3)o2)c([N+](=O)[O-])c1 | i | i | 0.8
88 | O=C(CSc1nc(-c2ccccc2)cs1)N1CCc2ccccc21 | i | i | -1.5
89 | O=C(CNc1ccc(Cl)cc1)NNC(=S)NCc1ccccc1 | i | i | -0.1
90 | CSc1ncccc1C(=O)N1CCCC(CCC(=O)NCc2ccc(F)c(F)c2)C1 (stereo not given) | i | i | -0.7

(more compounds)
item | SMILES | CHT allo act | CHT block | STK33 kinase inh
91 | O=C(NC1CCCCC1)c1cc(-c2ccc(O)cc2)on1 | i | i | -0.1
92 | CC1CCCCC1N=C1NC(C)(C)CS1 (stereo not given) | i | i | -0.3
93 | COC(=O)c1c(SCc2cccc3ccccc23)nc(=O)[nH]c1C | i | i | -1.2
94 | Nc1nc(N)nc(-c2ccc(Cl)cc2)n1 | i | i | 1.5
95 | COCCn1cnc2c1c(=O)n(CC(=O)OCC(=O)NCC(F)(F)F)c(=O)n2Cc1ccccc1 | i | i | -0.8
96 | CC(=O)C1CCCN(C(=O)c2ccc3oc(CCc4ccccc4)nc3c2)C1 (stereo not given) | i | i | -2.9
97 | O=C(NCc1ccccc1Cl)C(=O)NCC1OCCN1S(=O)(=O)c1cccs1 (stereo not given) | i | i | -0.4
98 | C=CCn1c(=NC(=O)C2CC2)sc2cc(NC(C)=O)ccc21 | i | i | -0.7
99 | NC(=O)c1ccccc1NC(=O)CCn1c(=S)oc2ccccc21 | i | i | -1.4
100 | COc1ccc(/C=N/n2c(=O)[nH]c3c([nH]c4ccc(Br)cc43)c2=O)cc1CN1CCOCC1 | i | i | -1.6
101 | COc1ccc(C2C(C(=O)N3CCCC3)CC(=O)N2c2ccc(OC)cc2)cc1 (stereo not given) | i | i | -2.3
102 | O=C(OCC(=O)c1c[nH]c2ccccc12)C1=COCCO1 | i | i | -1.0
103 | COc1ccc(Br)cc1CN(C)CC(=O)Nc1cc(Cl)ccc1Cl | i | i | -1.7
104 | Cc1ccc(N2CC(C(=O)NCc3ccco3)CC2=O)cc1Cl (stereo not given) | i | i | -0.3
105 | COc1ccc(CNC(=O)c2cccc(C)c2[N+](=O)[O-])cc1 | i | i | 0.0
106 | O=c1ccn(Cc2ccccc2)c(=O)n1Cc1ccccc1 | i | i | -2.0
107 | Cc1cccnc1CCNC(=O)CCc1nnc(-c2ccccc2)o1 | i | i | -0.9
108 | O=S(=O)(c1ccccc1OC(F)(F)F)N1CCN(c2ccnc3cc(Cl)ccc23)CC1 | i | i | -0.6
109 | O=C(Cn1c(=O)c(=O)n(Cc2ccccc2)c2ccc(Cl)cc21)Nc1ccc(F)cc1F | i | i | -0.4
110 | CC(/C=C1\SC(=S)N(NC(=O)c2ccccc2C)C1=O)=C\c1ccccc1 | i | i | -2.3
111 | Cc1ccccc1OCC(=O)OCC(=O)NCC1CCCO1 (stereo not given) | i | i | -2.4

Six structures out of the list, arranged by formula weight, high to low.
item | SMILES | CHT allo act | CHT block | STK33 kinase inh
108 | O=S(=O)(c1ccccc1OC(F)(F)F)N1CCN(c2ccnc3cc(Cl)ccc23)CC1 | i | i | -0.6
96 | CC(=O)C1CCCN(C(=O)c2ccc3oc(CCc4ccccc4)nc3c2)C1 (stereo not given) | i | i | -2.9
93 | COC(=O)c1c(SCc2cccc3ccccc23)nc(=O)[nH]c1C | i | i | -1.2
105 | COc1ccc(CNC(=O)c2cccc(C)c2[N+](=O)[O-])cc1 | i | i | 0.0
106 | O=c1ccn(Cc2ccccc2)c(=O)n1Cc1ccccc1 | i | i | -2.0
94 | Nc1nc(N)nc(-c2ccc(Cl)cc2)n1 | i | i | 1.5

Marked active in CHT block, among the entries above:
cpd	molecule	CHT block	STK33 kinase inh
30	COc1cccc(OC)c1OCCCCCc1c(C)n[nH]c1C	-6.5*	0.3
